Source: PubChem BioAssay
GlmU inhibition = inhibition of mycobacterial GlmU enzyme – biochemical, glucosamine-1-phosphate acetyltransferase (AID 1376). M. tuberculosis GlmU acetyltransferase enzyme assay; higher % means a stronger effect. inhibition, %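 (tested at 30 µM in the primary screen)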, or IC50 in µM where a hit was titrated. 220,000 compounds, 0.25% hits; in the data active means inhibition above about 13%; inconclusive means no clear call, values can overlap the other calls;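 further: 0% = complete reaction with vehicle and 100% = reaction without substrate; strong numbers were not always called active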
Mtb RmlCD inh = M. tuberculosis RmlC/RmlD inhibition; RmlC+RmlD coupled enzyme assay, percent inhibition; primary screen in compound mixtures; inhibition, % at 3.6 µM; 160,000 compounds, 0.03% hits; in the data active means inhibition mostly above about 34%, no sharp cut-off; inconclusive means no clear call, values can overlap the other calls; inactive means mostly below about 22%; further: some results filed as inactive read as strong as hits
Target sequence (P9WH09 whole entry, looked up): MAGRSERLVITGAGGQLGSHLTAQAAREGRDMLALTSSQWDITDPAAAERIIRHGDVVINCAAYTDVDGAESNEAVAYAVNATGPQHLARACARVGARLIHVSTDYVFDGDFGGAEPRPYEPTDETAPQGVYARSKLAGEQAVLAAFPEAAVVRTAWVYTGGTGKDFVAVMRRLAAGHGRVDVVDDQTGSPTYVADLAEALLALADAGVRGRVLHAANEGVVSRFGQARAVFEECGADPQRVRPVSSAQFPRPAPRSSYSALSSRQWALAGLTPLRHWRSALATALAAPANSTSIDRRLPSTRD
Target sequence (P9WH11 whole entry, looked up): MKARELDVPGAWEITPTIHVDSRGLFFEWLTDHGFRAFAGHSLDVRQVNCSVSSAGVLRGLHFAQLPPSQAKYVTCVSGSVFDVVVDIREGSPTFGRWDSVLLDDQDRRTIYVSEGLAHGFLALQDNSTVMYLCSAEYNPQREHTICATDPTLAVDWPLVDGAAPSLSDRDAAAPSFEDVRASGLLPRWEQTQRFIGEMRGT
* marks the source's active call; other numbers are inactive results; u = inconclusive; x = not tested or not shown. The list is partial (hit frequency here may not be typical).

SMILES	GlmU inhibition	Mtb RmlCD inh
Cc1ccc(CN(C(=O)c2ccco2)C(C(=O)NC2CCCC2)c2ccc(N3CCOCC3)cc2)cc1 (stereo not given)	3.5%	0
CCOC(=O)c1ccc(NC(=O)C2(c3ccccc3)CCCC2)cc1	1.0%	9
Cc1cc(NC(=O)c2cccs2)ncc1NC(=O)c1cccc(F)c1	-2.6%	x
COc1cc(C2C3=C(Nc4nc(N)[nH]c(=O)c42)c2ccccc2C3=O)ccc1O (stereo not given)	-1.0%	-1
COc1ccc(CC(=O)NNC(=O)CSc2nnc(C)n2-c2ccccc2)cc1	0.5%	x
Cc1ccc2c(Cl)c(C(=O)NCc3cccnc3)sc2c1	2.8%	x
Cc1cc(C)nc(NC(=O)/C=C/c2ccc(Cl)cc2)n1	0.0%	-4
CCC(=O)N(C)C(c1ccccc1Cl)c1nnnn1-c1c(C)cccc1C (stereo not given)	3.5%	x
Cc1ccc(-c2noc(CCC(=O)Nc3ccccc3N3CCN(C)CC3)n2)cc1	0.4%	-6
CCOC(=O)C1(CCCc2ccccc2)CCN(Cc2cnn(C)c2)CC1	1.6%	4
CCC(C)N1C(=O)N(C)C2NC(=O)NC21 (stereo not given)	1.8%	7
CCCCCc1cc(=O)oc2c(C(CCN3CCCC3)c3ccc(N(C)C)cc3)c(OC)cc(OC)c12 (stereo not given)	-10%	x
COc1ccc(S(=O)(=O)N2CCCCC2)cc1	2.5%	x
Cc1cccc(C(=O)NNC(=O)c2ccc(F)cc2)c1	0.7%	10
CCOC(=O)c1cc(OC(=O)c2ccccc2OC)n(-c2ccccc2)n1	0.3%	8
COc1ccc(C(=O)Nc2sc(C)c(-c3ccccc3)c2C#N)cc1OC	1.0%	-9
CCOC(=O)Cc1nn(Cc2nc(-c3ccc(C#N)cc3)cs2)c(=O)c2ccccc12	-2.3%	-6
CCc1ccc(C(=O)CSC2=C(C#N)C(c3ccco3)C(C(C)=O)=C(C)N2)cc1 (stereo not given)	8.4%	103
CCn1c(O)c(C=NCc2cccs2)c(=O)n(CC)c1=S	0.7%	10
CCN(CC)c1ccc(N=Nc2nn(C)c(C)c2[N+](=O)[O-])cc1	9.7%	-11
CCOC(=O)C1(Cc2cccc(OC)c2)CCN(C(C)COC)CC1 (stereo not given)	0.9%	5
Cc1ccc(C)[n+](CC(=O)c2ccc(-c3ccccc3)cc2)c1	-3.0%	-9
COc1ccccc1Nc1nc(Cl)nc(NC(C)(C)C)n1	-1.7%	-9
Cc1ccc(C(C(=O)NCc2ccco2)N(C(=O)Cc2cccs2)c2cccnc2)cc1 (stereo not given)	-8.4%	3
CCOc1ccc(-c2ccc(SCC)nn2)cc1	-1.6%	-13
CCOc1ccc(NC(=O)C(=O)N/N=C/c2cccnc2)cc1	-1.7%	x
Cn1c(=O)c(C(=O)NCCO)c(O)c2ccccc21	5.8%	x
NC(=NCCc1ccccc1)NS(=O)(=O)c1cccs1	-5.2%	-4
Cc1onc(-c2c(F)cccc2Cl)c1C(=O)OCC(=O)c1c[nH]c2ccccc12	5.3%	-8
COc1ccc(CCNC(=O)Cn2cccc2C(=O)c2ccccc2C)cc1OC	1.5%	6
COc1ccc(-c2nn(-c3ccccc3)cc2/C=C/C(=O)NCCCn2ccnc2)cc1OC	-8.6%	-1
N=c1c2c3c(sc2ncn1CCN1CCOCC1)CCCC3	-0.1%	4
O=C(NNc1cccc(Cl)n1)Nc1ccc(Cl)cc1	3.0%	11
O=C(Nc1ccc(Oc2ccccc2)cc1)c1cnc2n(c1=O)CCS2	-2.7%	-3
O=C(N/N=C/c1ccc(OCc2cnc(Cl)s2)cc1)c1ccncc1	-6.8%	x
COc1ccc(NC(=O)c2cc(Br)ccc2Cl)c([N+](=O)[O-])c1	0.6%	12
Cn1c(=O)c2c(nc(CN3CCN(Cc4ccccc4)CC3)n2Cc2ccccc2)n(C)c1=O	1.8%	x
CC#CC[N+](C)(C)CCCCCC	-5.6%	38
COc1ccccc1N1CCN(C(CNC(=O)C2CCCCC2)c2cccnc2)CC1 (stereo not given)	0.7%	6
COC(=O)c1ccc(CN(C)S(=O)(=O)c2ccc(C)cc2)o1	-2.8%	x

Taken from above:
`N=c1c2c3c(sc2ncn1CCN1CCOCC1)CCCC3` – Mtb RmlCD inh: 4
`Cc1ccc(C(C(=O)NCc2ccco2)N(C(=O)Cc2cccs2)c2cccnc2)cc1` (stereo not given) – GlmU inhibition: -8.4%
`O=C(N/N=C/c1ccc(OCc2cnc(Cl)s2)cc1)c1ccncc1` – GlmU inhibition: -6.8%
`NC(=NCCc1ccccc1)NS(=O)(=O)c1cccs1` – GlmU inhibition: -5.2%
`Cc1ccc(C)[n+](CC(=O)c2ccc(-c3ccccc3)cc2)c1` – GlmU inhibition: -3.0%
`CCOc1ccc(-c2ccc(SCC)nn2)cc1` – Mtb RmlCD inh: -13

Remaining list, next part:
SMILES	GlmU inhibition	Mtb RmlCD inh
Cc1ccc(Cl)c(NC(=O)COC(=O)c2ccccc2C(=O)c2ccc(Cl)c([N+](=O)[O-])c2)c1Cl	-7.0%	9
CCOc1ccccc1-c1nc(-c2cc3ccc(C)cc3[nH]c2=O)no1	-4.5%	x
O=C(c1ccc(Cl)cc1)c1cnc(Nc2ccccc2)s1	-1.4%	15
Fc1ccc(CSc2ccc3nnc(-c4cccs4)n3n2)cc1	0.4%	14
O=C(NC1CC1)C1=C[C@@H](c2ccc3c(c2)OCO3)C[C@@H](OCc2ccc(CO)cc2)O1	-4.4%	x
O=C(Nc1nc(-c2cc(Cl)sc2Cl)cs1)c1ccccc1	3.9%	-12
Cc1ccc(Sc2ccc(NC(=O)CCl)cc2)c(C)c1	-1.2%	-9
NC(=S)Nn1c(CCC(=O)O)ccc1-c1ccccc1	0.0%	-5
Cc1cc(NC(=O)COC(=O)c2ccc(NS(=O)(=O)c3ccc(C)c(C)c3)cc2)no1	-0.9%	8
Cc1cc(C(=O)CSc2nnc(N)s2)c(C)n1CCc1ccc(Cl)cc1	u	-10
O=C1c2ccccc2C(=O)N1CCCCN(C(=O)c1cccc([N+](=O)[O-])c1)c1ccc(Cl)cc1	5.5%	x
COc1ccc(NC(=O)CN2CCC(C)CC2)cc1	4.1%	-6
O=C(O)c1nccnc1C(=O)Nc1ccc(S(=O)(=O)N2CCOCC2)cc1	6.5%	-5
Cc1nc2ccc(Br)cn2c1NC(C)(C)C	-4.3%	x
N#Cc1ccsc1NC(=O)CN1CCCCCC1	1.1%	-5
COc1ccc(C2CN(C)CC2C(=O)c2ccc(F)cc2)cc1Cl (stereo not given)	-1.7%	13
O=C(NCc1ccc(C(=O)N2CCC3(CC2)OCCO3)cc1)c1ccc2c(c1)OCO2	19%*	12
Cc1ccccc1C(=O)NC(=S)Nc1ccc(Oc2ccc(Cl)cc2)cc1	-0.8%	6
N#CCc1c(C#N)c(N)nc(N2CCN(C=O)CC2)c1C#N	0.7%	3
COc1ccccc1N1C(=O)CC(N2CCc3ccccc32)C1=O (stereo not given)	-1.2%	x

(list continues)
Results follow in this order: GlmU inhibition | Mtb RmlCD inh
> CCOC(=O)[C@H]1CCC[C@@H](NS(=O)(=O)c2ccc(NC(C)=O)cc2)C1
→ -5.7% | 17
> Cc1cccc(C)c1OC(=O)Cc1ccccc1
→ 4.6% | -8
> Cc1cccc(CS(=O)(=O)Cc2ccc(C(=O)NCCN3CCCCC3C)o2)c1 (stereo not given)
→ -4.7% | -4
> Nc1ccccc1SCC(=O)N1CCc2ccccc21
→ 1.1% | 3
> CC(C)Nc1nc2ccccc2c(=O)[nH]1
→ 1.3% | 4
> Cc1cc(C)c(S(=O)(=O)Nc2ccc(O)cc2)cc1C
→ -0.9% | 44
> O=C(COC(=O)c1cccc(S(=O)(=O)N2CCc3ccccc32)c1)Nc1ncc(C(F)(F)F)cc1Cl
→ -3.3% | -12
> CC(C)(C)S(=O)(=O)c1nc2ccccc2s1
→ 1.0% | 2
> N#CCSC1=Nc2ccccc2C2=NC(CCC(=O)N3CCN(c4ccccc4)CC3)C(=O)N12 (stereo not given)
→ -4.2% | 12
> O=c1[nH]cc(COCc2ccccc2)c(=O)[nH]1
→ -4.9% | -4

Filtered by structure, the compounds so far with a tert-butyl group.
Results follow in this order: GlmU inhibition | Mtb RmlCD inh
> COc1ccccc1Nc1nc(Cl)nc(NC(C)(C)C)n1
→ -1.7% | -9
> Cc1nc2ccc(Br)cn2c1NC(C)(C)C
→ -4.3% | x
> CC(C)(C)S(=O)(=O)c1nc2ccccc2s1
→ 1.0% | 2

More structures follow.
Results follow in this order: GlmU inhibition | Mtb RmlCD inh
> COCC(=O)N(c1ccc(C(C)C)cc1)C1C=CS(=O)(=O)C1 (stereo not given)
→ -2.7% | 11
> Cc1ccc(C(=O)Nc2ccc(S(=O)(=O)N3CCOCC3)cc2)cc1
→ -0.2% | 8
> CCc1cccc(N(C(=O)c2csnn2)C(C(=O)NC(C)(C)C)c2ccncc2)c1 (stereo not given)
→ 7.4% | 6
> CCOC(=O)CN1C(=O)N[C@@H](c2ccco2)C(C(=O)OC)=C1C
→ 3.4% | x
> O=C(Nc1nccs1)c1c(O)c2c([nH]c1=O)CCCC2
→ -2.0% | -3
> COc1ccc([C@@H]2C=C(C(=O)O)O[C@H](OCCCCO)C2)cc1
→ 1.1% | -14
> CCCC(=O)N(C)C1=Nc2ccc(Cl)cc2C(c2ccccc2)=[N+]([O-])C1
→ -5.3% | -7
> CN(C)CCCCOc1ccc(Br)cc1Cl
→ -12% | -8
> Cc1cc(C)nc(N/N=C/c2ccccc2OCc2ccc(Cl)cc2)n1
→ -0.6% | 14
> C=CCNC(=O)c1ccncc1
→ -0.6% | -4
> Cc1nnc(SCc2cnc(-c3ccccc3)o2)[nH]c1=O
→ 0.5% | -6
> COc1ccc(N(CC(=O)N2CCN(c3cccc(C)c3)C(C)C2)S(=O)(=O)c2c(C)n[nH]c2C)cc1 (stereo not given)
→ -3.0% | -2
> CCCCNC(=O)c1ccc(N2CCOCC2)c(NS(=O)(=O)c2ccc(OC)cc2)c1
→ -1.5% | 7
> O=C(CCSCc1ccccc1F)NCc1cccnc1
→ -0.5% | 28
> CC(=O)Nc1ccc(Nc2nc3ccccc3nc2NS(=O)(=O)c2ccccc2)cc1
→ 1.6% | 5
> CCCOc1ccc(CCC(=O)N/N=C/c2ccco2)cc1
→ -0.8% | 9
> C[C@H](NC(=O)c1nc[nH]c1C(=O)NC(c1ccccc1)c1ccccc1)C(=O)OCc1ccccc1
→ 0.1% | x
> CC(=O)Oc1ccc(C(=O)Nc2nnc(C)s2)cc1
→ -7.1% | -6
> CCOc1cc(-c2nc(-c3ccc(C)nc3OC)no2)cc(OCC)c1OCC
→ 7.4% | 0
> COc1ccc(C(=O)Nc2cccc(C)c2)cc1
→ -1.1% | 10
> CCc1ccc2[nH]c(=O)c(CN(CCN(CC)CC)C(=S)NCc3ccco3)cc2c1
→ 1.6% | -6
> CCCCN(CC)Cc1ccc(CNC(=S)Nc2ccc(C)cc2Cl)o1
→ -4.5% | x
> Cc1oc(C(=O)O)cc1COc1ccc2c3c(c(=O)oc2c1C)CCC3
→ 10.0% | 3
> CCCC(C)C(=O)NCc1ccncc1 (stereo not given)
→ 0.8% | 6
> O=c1[nH]c(CN2CCN(S(=O)(=O)c3cccs3)CC2)nc2c(Br)cc(Br)cc12
→ -5.1% | -1
> COc1ccc(S(=O)(=O)N2CCCC(C(=O)O)C2)cc1Cl (stereo not given)
→ -1.6% | 1
> COC(=O)c1ccc(C(=O)OC)c(NC(=O)COC(=O)CC2CC3CCC2C3)c1 (stereo not given)
→ 6.5% | 5
> COc1ccc(-n2cnc3cc(C(=O)NCCN4CCOCC4)ccc32)cc1
→ -3.9% | -9
> Cc1nn(-c2cc(N3CCCCC3)ccc2[N+](=O)[O-])c(=O)c2ccccc12
→ 0.4% | x
> COc1ccc(OC)c(NC(=O)C2C3C=CC(C3)C2C(=O)NCc2ccccn2)c1 (stereo not given)
→ -0.8% | -6

Of the compounds above, 6 have a cyano group.
Results follow in this order: GlmU inhibition | Mtb RmlCD inh
> COc1ccc(C(=O)Nc2sc(C)c(-c3ccccc3)c2C#N)cc1OC
→ 1.0% | -9
> CCOC(=O)Cc1nn(Cc2nc(-c3ccc(C#N)cc3)cs2)c(=O)c2ccccc12
→ -2.3% | -6
> CCc1ccc(C(=O)CSC2=C(C#N)C(c3ccco3)C(C(C)=O)=C(C)N2)cc1 (stereo not given)
→ 8.4% | 103
> N#Cc1ccsc1NC(=O)CN1CCCCCC1
→ 1.1% | -5
> N#CCc1c(C#N)c(N)nc(N2CCN(C=O)CC2)c1C#N
→ 0.7% | 3
> N#CCSC1=Nc2ccccc2C2=NC(CCC(=O)N3CCN(c4ccccc4)CC3)C(=O)N12 (stereo not given)
→ -4.2% | 12

(list continues)
Results follow in this order: GlmU inhibition | Mtb RmlCD inh
> COc1cc(CC(=O)OCC(=O)Nc2sccc2C(N)=O)cc(OC)c1OC
→ 2.9% | 12
> COc1cc(OC)cc(C(=O)N2CCN(Cc3cccc(F)c3)CC2)c1
→ -3.8% | x
> O=C(Nc1ccc2cn[nH]c2c1)c1c(Cl)cccc1Cl
→ 7.4% | -7
> COc1ccc(C(=O)/C=C(\C)Nc2ccc3c(c2)OCO3)cc1
→ 6.1% | x
> COc1ccc(NC(=O)C2CCCN(C(=O)NC3CCCCC3)C2)cc1OC (stereo not given)
→ -0.4% | x
> COc1ccc(C(=O)NCC(=O)N/N=C/c2ccc([N+](=O)[O-])s2)cc1OC
→ 3.0% | 8
> Cc1cc(-c2nc(C)c(C(=O)NN)s2)no1
→ -1.0% | 17
> COc1ccc(CC(=O)O/N=C(\N)Cc2ccc(OC)cc2)cc1
→ -1.0% | x
> Cc1ccc(C2CC(c3cccc(Br)c3)Nc3nnnn32)cc1 (stereo not given)
→ -2.1% | -8
> COc1ccc(OC(=O)c2cnc3n(c2=O)CCS3)cc1
→ -2.3% | -11
